Screening results (PubChem)
MBNL1-CUG inh: qHTS Assay for Inhibitors of MBNL1-poly(CUG) RNA binding. actives 0.036% (n = 280,000). TR-FRET MBNL1-His/biotin-(CUG)12 binding, 665/545 ratio. Potency, µM (doses to about 57.5 µM), for the others: top-dose activity change, negative = inhibition, most hits filed as inhibitors. AID 2675, 2010; active means well fitted inhibition curve with a large enough effect in the signal ratio, with a control signal flat, not every such curve was filed as active; inconclusive means small, poorly fitted or top-dose-only effect, or effect the other way, or a change in a side signal; inactive means no such curve, though single readings can be large or run the other way; the % refers to the signal ratio; further: on the % scale 0 is the no-effect control and ±100 the full control effect
Target sequence (Q9NR56 whole entry, looked up): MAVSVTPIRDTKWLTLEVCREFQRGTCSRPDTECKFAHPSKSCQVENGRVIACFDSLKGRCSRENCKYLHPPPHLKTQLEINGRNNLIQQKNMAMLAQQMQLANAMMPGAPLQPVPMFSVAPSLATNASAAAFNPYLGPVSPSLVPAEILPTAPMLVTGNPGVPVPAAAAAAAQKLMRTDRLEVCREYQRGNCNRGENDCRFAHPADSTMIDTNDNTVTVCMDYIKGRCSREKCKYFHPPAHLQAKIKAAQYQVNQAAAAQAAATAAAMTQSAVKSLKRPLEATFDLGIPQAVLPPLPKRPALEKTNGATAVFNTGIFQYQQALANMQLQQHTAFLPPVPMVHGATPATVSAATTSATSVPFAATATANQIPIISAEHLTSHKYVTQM
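TR-FRET readout: Ex 340 nm, 665/545 nm emission ratio, normalized to buffer-only (basal) and MBNL1-(CUG)12 controls. Complex of MBNL1-His with Biotin-(CUG)12, compounds 92 nM–58 uM, incubated 60 min at room temperature.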
RORg inh: qHTS for inhibitors of ROR gamma transcriptional activity | Drosophila S2 Gal4-RORgamma UAS-luciferase reporter, 20 h | actives 5.4% (n = 310,000) | AID 2551, 2010 | Potency, µM (top dose mostly 53.6 µM), inactives show top-dose activity change, negative = inhibition, usual class: inhibitors | Nuclear receptor ROR-gamma (Mus musculus), P51450; further: on the % scale 0 is the no-effect control and ±100 the full control effect; nearly all actives have a fitted effect of over 60% in size
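ROR gamma transcriptional activity was tracked as Gal4-UAS luciferase output in stably transfected Drosophila Schneider cells, with compound added 1 hr before 700 uM copper sulfate induction and a 20 hr ambient-temperature incubation.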
Rab9 promoter act: qHTS Assay for Rab9 Promoter Activators; Huh7 Rab9 promoter-luciferase reporter, luminescence, 24 h; Potency, µM (series often up to 9.22 µM), inactives show at the highest dose activation, negative = inhibition, actives largely listed as activators; actives 2.8% (n = 320,000); further: % of control where 0% means no effect; nearly all actives have a fitted effect of over 60% in size
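Using Huh7 cells stably transfected with Rab9 promoter–luciferase, compounds were incubated 24 h at 37 °C, 5% CO2; luciferase luminescence was read 10 min after reagent addition.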
p53 reactivator: qHTS assay for re-activators of p53 using a Luc reporter. H1299 p53-A138V BP100-luciferase reporter, luminescence, 24 h. Potency, µM (series often up to 92.2 µM), for inactives: at the top dose activity change, positive = activation, most hits filed as activators. actives 0.063% (n = 320,000); further: % of control where 0% means no effect; nearly all actives have a fitted effect of over 45% in size
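p53-null H1299 cells stably carrying temperature-sensitive p53-A138V and a BP100-luciferase reporter were pinned with compounds (4-point, 1:5 series) and held 24 hrs at 37 deg C. Luminescence was read 10 min after detection reagent.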
NPC1 promoter act: qHTS Assay for NPC1 Promoter Activators | Potency, µM (series often up to 9.22 µM), for inactives: at the highest dose activation, usual class: activators | AID 485313, 2010 | actives 2.4% (n = 320,000) | Huh7 NPC1 promoter luciferase reporter, 24 h;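 further: % of control where 0% means no effect; nearly all actives have a fitted effect of over 60% in size; reporter is driven by a mutant NPC1 promoter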
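Cells: Huh7 expressing luciferase under the NPC1 promoter, 1500/well. Seeded 2 h, compound added, incubated 24 h at 37 °C. Luciferase reagent, 10 min ambient, then luminescence.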
BRCA1 expr act: qHTS Assay to Identify Small Molecule Activators of BRCA1 Expression. actives 1.1% (n = 380,000). MCF7-BRCA1-FFLuc reporter, luminescence, 48 h; response scale: scaled: vehicle 0%, 10 µM genistein 100%. Potency, µM (highest dose often 46.1 µM), for the others: at the top dose activation, hits mostly activators; further: nearly all actives have a fitted effect of over 80% in size; some results filed as inactive show a strong effect at the top dose
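Luminescence from a BRCA1-driven firefly luciferase in MCF7 cells was read after 48 h compound exposure at 37 C. Data normalized against DMSO and a 10microM genistein activation control, then curve-fitted across the titration.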
VP16 counter: VP16 counterscreen qHTS for inhibitors of ROR gamma transcriptional activity; Drosophila S2 Gal4-VP16 UAS-luciferase, luminescence, 20 h; Potency, µM (doses to about 53.6 µM), without a hit: top-dose activity, negative = inhibition, usual class: inhibitors; actives 3.5% (n = 310,000); AID 2546, 2010;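 further: Gal4-VP16 expression switched on by copper sulfate through the metallothionein promoter; on the % scale 0 is the no-effect control and ±100 the full control effect; nearly all actives have a fitted effect of over 50% in size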
FLuc counter: qHTS profiling assay for firefly luciferase inhibitor/activator using purifed enzyme and Km concentrations of substrates (counterscreen for miR-21 project); purified FLuc, Km substrates, luminescence inhibition; actives 6.9% (n = 360,000); Potency, µM (series often up to 57.5 µM), for inactives: at the highest dose activity change, negative = inhibition, hits mostly inhibitors; Luciferin 4-monooxygenase (Photinus pyralis), P08659; AID 588342, 2011;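 further: plate controls were vehicle for no effect and reference inhibitor for full effect; nearly all actives have a fitted effect of over 55% in size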
Target sequence (P08659 whole entry, looked up): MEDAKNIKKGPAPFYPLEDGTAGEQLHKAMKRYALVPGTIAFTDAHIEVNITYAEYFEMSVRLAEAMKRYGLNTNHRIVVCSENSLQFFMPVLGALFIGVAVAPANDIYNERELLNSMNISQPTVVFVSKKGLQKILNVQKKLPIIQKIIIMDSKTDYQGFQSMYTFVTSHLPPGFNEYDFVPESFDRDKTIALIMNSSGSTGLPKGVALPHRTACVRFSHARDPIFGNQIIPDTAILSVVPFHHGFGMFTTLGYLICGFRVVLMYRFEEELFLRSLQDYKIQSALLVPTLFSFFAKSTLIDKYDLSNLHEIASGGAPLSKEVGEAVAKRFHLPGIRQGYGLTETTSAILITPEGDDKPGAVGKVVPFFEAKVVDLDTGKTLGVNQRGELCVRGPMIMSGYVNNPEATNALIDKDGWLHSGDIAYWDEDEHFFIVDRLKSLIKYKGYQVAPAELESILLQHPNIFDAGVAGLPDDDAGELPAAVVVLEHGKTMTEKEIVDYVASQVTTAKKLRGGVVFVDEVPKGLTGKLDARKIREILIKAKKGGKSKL
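Biochemical qHTS of compounds, final roughly 60 µM downward over six points, against 10 nM purified firefly luciferase using Km concentrations of substrates (10 uM D-luciferin, 10 uM ATP) in Tris acetate pH 7.5 buffer; luminescence output.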
MLL CXXC-DNA inh: qHTS Fluorescence Polarization Assay for Inhibitors of MLL CXXC domain - DNA interaction | Potency, µM (series often up to 115 µM), without a hit: top-dose activity change, negative = inhibition, most hits filed as inhibitors | Histone-lysine N-methyltransferase 2A (Homo sapiens), Q03164 | MLL-CXXC / FITC-HOXA9 DNA fluorescence polarization | AID 2662, 2010 | actives 0.037% (n = 290,000); active means well fitted inhibition curve with a large enough effect in the polarisation, with a control signal flat, not every such curve was filed as active; inconclusive means small, poorly fitted or top-dose-only effect, or effect the other way, or a change in a side signal; inactive means no such curve, though single readings can be large or run the other way; the % refers to the polarisation
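Fluorescence polarization: 7 uM MLL-CXXC (stock) preincubated 5 min with compounds, then 50 nM fluorescein-HOX-A9 DNA (stock) added; 30 min ambient. Buffer 50 mM Tris-HCl pH 7.5, 50 mM NaCl, 1 mM DTT, 0.05% BSA.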
uPA generation: qHTS for Inhibitors of Cell Surface uPA Generation | cell surface uPA generation assay, qHTS | Potency, µM (titrated, usually from 38.3 µM), for the others: top-dose activity change, negative = inhibition, actives largely listed as inhibitors | actives 0.31% (n = 330,000) | AID 540303, 2011; active means well fitted inhibition curve with a large enough effect; inconclusive means small, poorly fitted or top-dose-only effect; inactive means no such curve, though single readings can be large or run the other way; tested in mouse RAW 264.7 cells; further: on the % scale 0 is the no-effect control and ±100 the full control effect; nearly all actives have a fitted effect of over 55% in size
ELG1 genotoxic: qHTS screen for small molecules that induce genotoxicity in human embryonic kidney (HEK293T) cells expressing luciferase-tagged ELG1 | HEK293T ELG1-luciferase reporter, luminescence, 16 h | Potency, µM (doses to about 46 µM), without a hit: top-dose activity change, positive = activation, usual class: activators | actives 1.3% (n = 330,000) | AID 504466, 2011; further: % of control where 0% means no effect; nearly all actives have a fitted effect of over 60% in size
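Screening used a luciferase reporter fused to human ELG1 in HEK293T cells. Luminescence was read on a CCD plate imager after 16 hr exposure and 30 min ONE-Glo incubation.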
Starred values were filed as active, the others as inactive; ? = inconclusive; . = no result given; [ ] = dose if it differs, or a comment. Unless noted, the call rests on the fitted dose curve; in most records, active means well fitted curve in the direction sought with a large enough effect; inconclusive means small, poorly fitted or top-dose-only effect, or another doubt; inactive means no such curve, though single readings can be large; an effect the other way counts as inactive or inconclusive. Potency means the concentration at half of the fitted maximal effect. This is a subset; the hit share may differ from the screen's.

smiles,MBNL1-CUG inh,RORg inh,Rab9 promoter act,p53 reactivator,NPC1 promoter act,BRCA1 expr act,VP16 counter,FLuc counter,MLL CXXC-DNA inh,uPA generation,ELG1 genotoxic
Cc1cccnc1NC(=O)C(c1ccccc1)c1ccccc1,-5%,0%,3%,0%,6%,-12%,8%,3%,29%,-2%,-27%
Cc1ccc(NC(=O)NCCN2CCN(c3ccccc3)CC2)cc1Cl,2%,17%,5%,-3%,2%,-26%,-3%,-2%,8%,3%,-4%
CCOC(=O)COc1ccc2c(=O)cc(-c3ccccc3)oc2c1,-6%,9%,-1%,2%,-2%,2%,-2%,?,-3%,0%,-1%
CCOC(=O)N1CCN(C(=O)Cc2cccs2)CC1,-11%,26%,2%,2%,1%,-12%,3%,-2%,2%,5%,0%
COc1ccc(CCNC(=O)CN2C(=O)C(=O)N(C3CCCC3)C2=O)cc1OC,.,.,3%,12%,-5%,11%,.,.,.,8%,2%
COc1ccc(-c2noc(CCC(=O)N3CCN(c4cc(C)ccc4C)CC3)n2)cc1,-2%,-19%,-9%,15%,3%,-31%,0%,-12%,6%,8%,-8%
Cc1cc(C)cc(NC(=O)CN(C)S(=O)(=O)c2cnc[nH]2)c1,-8%,22%,1%,-4%,-4%,-17%,-5%,5%,18%,-5%,1%
COCCNC(=O)c1ccc(NS(=O)(=O)c2cc(C)ccc2C)cc1,0%,-3%,-7%,-11%,2%,-10%,-4%,-2%,-1%,.,-8%
O=C(CSc1nnc2ccccn12)Nc1ccc2c(c1)OCCO2,-6%,-3%,2.5µM*,?,?,106%,-1%,?,4%,1%,?
CN(C)CCN(C(=O)/C=C/c1cccs1)c1nc2ccc(F)cc2s1,5%,-45%,12%,-25%,0%,-69%,?,6%,17%,-6%,8%
COc1ccccc1N(C(=O)c1snc(C(N)=O)c1N)C(C(=O)NC1CCCC1)c1ccc(N(C)C)cc1 (stereo not drawn),-1%,17%,-2%,-1%,0%,-22%,1%,2%,1%,6%,-9%
Cc1cccc(/C=C\c2nc3ccccc3c(=O)[nH]2)c1,-8%,-34%,?,69%,?,12%,-28%,0.85µM*,-6%,-11%,10µM*
CCC1CCCCN1CCCNC(=O)CNC(=O)c1nn(-c2ccc(OC)cc2)c(=O)c2ccccc12 (stereo not drawn),?,10%,0%,-2%,3%,-21%,-11%,-2%,19%,3%,-1%
C#CC(C)(CC)NC(=O)Cn1nnc(-c2cccc(C(F)(F)F)c2)n1 (stereo not drawn),-3%,?,-4%,-2%,1%,19%,-26%,-5%,5%,4%,-3%
Cc1ccc(CNC(=O)/C=C/c2ccc(Br)o2)cc1,?,26%,-1%,-1%,8%,-3%,?,?,21%,-11%,-2%
CC(C)(C)NC(=O)CN(Cc1ccc2c(c1)OCO2)C(=O)CNS(=O)(=O)c1ccccc1,0%,1%,-1%,-1%,1%,-1%,-6%,-2%,1%,3%,-11%
COc1ccccc1CNS(=O)(=O)CCNC(=O)c1ccccc1,.,.,-2%,1%,-6%,-23%,.,3%,.,0%,8%
CC(C)Cn1c([N+](=O)[O-])nc2c1c(=O)[nH]c(=O)n2C,17%,8.9µM*,-1%,-15%,-1%,-74%,?,8%,-14%,?,-20%
COC(=O)c1ccc(-n2c(C)cc(C(=O)CSc3cccc[n+]3[O-])c2C)cc1,0%,21%,-1%,-6%,1%,-6%,0%,?,-1%,?,-3%
O=C(Nc1nccs1)C(NS(=O)(=O)c1ccc(Br)s1)c1ccccc1 (stereo not drawn),0%,11µM*,-5%,-4%,-1%,-28%,?,-1%,2%,1%,-2%
COc1ccc(-c2nnc(SCc3cccc(C#N)c3)o2)cc1,-5%,1%,2%,5%,-1%,40%,?,-3%[2.3 µM],5%,-9%,4%
C=C(C)CN(CC)C(=O)CN1C(=O)NC2(CCc3ccccc32)C1=O (stereo not drawn),-2%,14%,0%,0%,-2%,1%,-12%,6%,10%,-3%,2%
CNC(=S)N(CCc1c(C)[nH]c2ccc(F)cc12)Cc1ccco1,-7%,-30%,2%,-4%,-6%,-41%,-7%,-2%,4%,-4%,-5%
Cc1cc(C)c(C)c(S(=O)(=O)N2CCN(C(=O)C3CCC3)CC2)c1C,.,.,-6%,-2%,-2%,-23%,.,0%,.,-2%,0%
CNS(=O)(=O)c1cccc(C(=O)OCC(=O)c2cc(C)n(CC3CCCO3)c2C)c1 (stereo not drawn),.,.,2.8µM*,?,2.5µM*,65%,.,1.3µM*,.,-6%,?
COc1ccccc1-c1nnc(Nc2nc3c(OC)cccc3s2)o1,?,1.6µM*,3%,?,-5%,-50%,?,2.7µM*,15%,-18%,14%
CCN(CC)c1ccc(/C=N/N2CCOCC2)cc1,?,29%,3.2µM*,.,3.5µM*,3.2µM*,-4%[0.365 µM],8.5µM*,19%,-9%,7.3µM*
CCOC(=O)N1CCN(C(=O)COc2ccccc2[N+](=O)[O-])CC1,?,18%,1%,0%,6%,-30%,3%,-2%,1%,2%,1%
COCCNC(=S)N(CCc1c(C)[nH]c2ccc(F)cc12)Cc1ccco1,-9%,-32%,-2%,0%,-1%,-39%,-11%,1%,-8%,2%,-7%
CN(C)S(=O)(=O)Oc1ccc(Cl)cc1C(=O)Nc1ccc(F)cc1F,-13%,42%,9%,-4%,-7%,-21%,8%,2%,-11%,-1%,-2%
COc1cc(CNn2cn[nH]c2=S)ccc1OCC(=O)NC(C)(C)C,7%,-27%,-1%,9%,-2%,-13%,-11%,1%,-4%,-6%,1%
CC(C)C(=O)Nc1nnc(CCc2nnc(NC(=O)C(C)C)s2)s1,-24%,5%,-3%,?,-7%,17%,-18%,14%,7%,9%,0%

Grouped by structure: the entries above containing fluorine
smiles,MBNL1-CUG inh,RORg inh,Rab9 promoter act,p53 reactivator,NPC1 promoter act,BRCA1 expr act,VP16 counter,FLuc counter,MLL CXXC-DNA inh,uPA generation,ELG1 genotoxic
CN(C)CCN(C(=O)/C=C/c1cccs1)c1nc2ccc(F)cc2s1,5%,-45%,12%,-25%,0%,-69%,?,6%,17%,-6%,8%
C#CC(C)(CC)NC(=O)Cn1nnc(-c2cccc(C(F)(F)F)c2)n1 (stereo not drawn),-3%,?,-4%,-2%,1%,19%,-26%,-5%,5%,4%,-3%
CNC(=S)N(CCc1c(C)[nH]c2ccc(F)cc12)Cc1ccco1,-7%,-30%,2%,-4%,-6%,-41%,-7%,-2%,4%,-4%,-5%
COCCNC(=S)N(CCc1c(C)[nH]c2ccc(F)cc12)Cc1ccco1,-9%,-32%,-2%,0%,-1%,-39%,-11%,1%,-8%,2%,-7%
CN(C)S(=O)(=O)Oc1ccc(Cl)cc1C(=O)Nc1ccc(F)cc1F,-13%,42%,9%,-4%,-7%,-21%,8%,2%,-11%,-1%,-2%
